Pol beta inh: DNA polymerase beta (human) inhibition. P06746. Pol beta primer extension/strand displacement, fluorescence kinetic. Potency, µM (titrated, usually from 114 µM), without a hit: at the highest dose activity change, negative = inhibition, hits mostly inhibitors. 340,000 compounds, 1.3% hits. AID 485314; also: % is scaled to controls: 0 for no effect and ±100 for the full control effect
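Preincubation: enzyme (10 nM) with compound, 15 min, RT. Reaction: substrate added to 50 nM final. Reads: 0 and 10 min. Analysis: normalized, Hill fit.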
Pol iota inh: blocks human DNA polymerase iota activity; Potency, µM (top dose mostly 115 µM), for inactives: at the highest dose activity, negative = inhibition, usual class: inhibitors; Q9UNA4; Pol iota fluorescent replication assay, 10 min; 390,000 compounds, 1% hits
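Fluorescent replication assay read twice, at 0 min and 10 min after adding 50 nM (final) substrate. Enzyme (10 nM) and compounds were first incubated 15 min at room temperature; enzyme-free buffer wells were negative controls.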
Apoferritin bind: binds horse apoferritin like a general anesthetic; AID 485281; 350,000 compounds, 0.074% hits; apoferritin/1-aminoanthracene competitive binding, fluorescence; P02791; Potency, µM (highest dose often 77.5 µM), without a hit: at the highest dose activity change, negative = displacement, actives largely listed as inhibitors; also: % is scaled to controls: 0 for no effect and ±100 for the full control effect; nearly all actives have a fitted effect of over 20% in size
Target sequence (P02791 2-175 limits assumed): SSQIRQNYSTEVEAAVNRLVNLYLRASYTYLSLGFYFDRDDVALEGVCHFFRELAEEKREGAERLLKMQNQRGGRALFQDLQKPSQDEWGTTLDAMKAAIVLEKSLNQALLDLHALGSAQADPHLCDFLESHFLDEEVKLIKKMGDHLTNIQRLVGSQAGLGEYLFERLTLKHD
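Concentration-response curves derived by four-parameter Hill fitting of normalized fluorescence, where compounds displaced 1-AMA from 10 uM horse apoferritin following a brief 10 min room-temperature incubation; propofol titration acted as positive control.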
BAZ2B block: blocks human BAZ2B | Potency, µM (titrated, usually from 114 µM), inactives show at the highest dose activity change, negative = inhibition, most hits filed as inhibitors | Q9UIF8 | 360,000 compounds, 4.4% hits | AlphaScreen BAZ2B-H3K14Ac peptide displacement | AID 504333; also: % is scaled to controls: 0 for no effect and ±100 for the full control effect; nearly all actives have a fitted effect of over 60% in size
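In this displacement format the biotinylated H3(5-23) peptide acetylated at Lys14 serves as ligand at 50 nM, with BAZ2B at 50 nM in PBS pH 7.4 containing 0.01% Tween-20. Donor and acceptor beads are 10 ug/mL final.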
BLM helicase inh: Bloom syndrome helicase (human) inhibition; recombinant BLM DNA unwinding, fluorescence dequenching; P54132; Potency, µM (series often up to 56.1 µM), for the others: at the top dose activity change, negative = inhibition, hits mostly inhibitors; 350,000 compounds, 0.2% hits;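 also: plate controls were vehicle for no effect and no enzyme for full effect; nearly all actives have a fitted effect of over 35% in size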
APE1 inh: blocks human APE1 abasic DNA cleavage; P27695; recombinant APE1, TAMRA/BHQ-2 abasic DNA cleavage fluorescence; Potency, µM (highest dose often 65.8 µM), inactives show top-dose activity change, negative = inhibition, usual class: inhibitors; 350,000 compounds, 0.35% hits; AID 2517;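 also: plate controls were vehicle for no effect and reference inhibitor for full effect; nearly all actives have a fitted effect of over 55% in size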
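Activity was derived from the fluorescence gain between first and third kinetic reads (60 s intervals, ex 525/em 598 nm) after 50 nM THF-abasic TAMRA/BHQ-2 duplex was added to 0.75 nM APE1 preincubated 15 min with compound.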
Pol eta inh: DNA polymerase eta (human) inhibition; Q9Y253; recombinant Pol eta, fluorescent DNA replication assay; Potency, µM (doses to about 114 µM), for inactives: at the top dose activity change, negative = inhibition, hits mostly inhibitors; 390,000 compounds, 1.2% hits; AID 588591; also: % is scaled to controls: 0 for no effect and ±100 for the full control effect
Target sequence (Q9Y253 whole entry, looked up): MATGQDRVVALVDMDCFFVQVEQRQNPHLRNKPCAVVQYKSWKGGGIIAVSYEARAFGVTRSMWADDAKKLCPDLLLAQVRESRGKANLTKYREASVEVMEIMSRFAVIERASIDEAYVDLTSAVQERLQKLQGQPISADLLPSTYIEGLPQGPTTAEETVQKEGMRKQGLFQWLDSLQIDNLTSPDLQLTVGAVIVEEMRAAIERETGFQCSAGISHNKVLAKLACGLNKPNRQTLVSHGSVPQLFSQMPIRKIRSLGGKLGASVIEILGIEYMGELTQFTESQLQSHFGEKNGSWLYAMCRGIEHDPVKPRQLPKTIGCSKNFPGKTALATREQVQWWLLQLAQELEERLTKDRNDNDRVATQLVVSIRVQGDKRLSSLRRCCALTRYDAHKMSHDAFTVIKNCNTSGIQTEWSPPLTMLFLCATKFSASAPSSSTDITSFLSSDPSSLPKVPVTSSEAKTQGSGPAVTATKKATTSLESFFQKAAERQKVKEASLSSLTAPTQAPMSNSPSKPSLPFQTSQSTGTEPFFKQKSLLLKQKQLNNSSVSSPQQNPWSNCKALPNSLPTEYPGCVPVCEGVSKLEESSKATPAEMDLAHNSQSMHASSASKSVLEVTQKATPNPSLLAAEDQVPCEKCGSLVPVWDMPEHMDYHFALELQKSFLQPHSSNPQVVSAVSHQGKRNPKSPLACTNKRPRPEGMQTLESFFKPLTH
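Pol eta (10 nM) was preincubated with compounds for 15 min at room temperature, after which fluorescent replication substrate (50 nM final) was added to start the reaction. Fluorescence was read kinetically at 0 and 10 min.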
G9a inh: G9a (human) methyltransferase inhibition; Potency, µM (top dose mostly 102 µM), without a hit: at the top dose activity, negative = inhibition, most hits filed as inhibitors; 350,000 compounds, 8.8% hits; G9a H3K9 monomethylation, AlphaScreen, 2 h; AID 504332; also: % is scaled to controls: 0 for no effect and ±100 for the full control effect; nearly all actives have a fitted effect of over 75% in size
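Readings reflect AlphaScreen signal from monomethyl-H3K9 antibody detection. HMT at 20 nM; substrate b-H3K9 500 nM; cofactor SAM 20 uM; 2 h RT reaction; compounds tested as titrations in qHTS with 15 min preincubation.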
Pol kappa inh: inhibitors of human DNA polymerase kappa; AID 588579; purified Pol kappa, fluorescent DNA synthesis assay, 10 min; Potency, µM (doses to about 107 µM), for inactives: top-dose activity, negative = inhibition, hits mostly inhibitors; Q9UBT6; 400,000 compounds, 0.53% hits; also: % is scaled to controls: 0 for no effect and ±100 for the full control effect
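Inhibition of 10 nM Pol kappa is measured by a fluorescent read-out at 0 and 10 min following addition of 50 nM substrate (final), with a 15-min room-temperature compound preincubation.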
* marks the source's active call; other numbers are inactive results; ? = inconclusive; · = no result given; & = joins results of further samples; [ ] = dose if it differs, or a comment. Calls follow the shape of the dose curve; as a rule, active = well fitted curve in the direction sought with a large enough effect; inconclusive = small, poorly fitted or top-dose-only effect, or another doubt; inactive = no such curve, though single readings can be large; an effect the other way counts as inactive or inconclusive. Potency is read from the fitted curve at half-maximal effect.

smiles	G9a inh	APE1 inh	Apoferritin bind	BAZ2B block	Pol eta inh	Pol kappa inh	BLM helicase inh	Pol beta inh	Pol iota inh
N#C/C(=C\C1=C(N2CCOCC2)C(=C\c2ccc(Cl)cc2)/CC1)C(=O)Nc1ccccc1F	10µM*	0%	-4%	25µM*	-13%	-2%	63%[activator]	14%	-13%
COc1ccc(CC(=O)Nc2ccc3nc(C)sc3c2)cc1OC	20µM*	4%	4%	-4%	-13%	2%	-10%	3%	40%[activator]
c1ccc(Oc2ccc(-c3ccnc4ncnn34)cc2)cc1	26%[59 µM]	7%	?	2%	-12%	1%	-2%	0%	56%[activator]
COc1ccc(-c2noc(COc3cc(C)ccc3C)n2)cc1OC	5%[59 µM]	·	89%[activator]	88%[activator]	-17%	-18%	-23%	-16%	0%
Cc1noc(C)c1COC(=O)CNC(=O)c1ccc(Cl)cc1	6%	-5%	-9%	3%	-25%	3%	0%	2%	15%
COc1ccc(C(=O)CSc2nnc(-c3cc(C)cc(C)c3)o2)cc1	-12%[59 µM]	4%	-16%	6%	-7%	-9%	1%	20%	1%
CC(=O)Nc1ccc2c(c1)nc(CCNC(=O)c1ccccc1)n2C	?	2%	-5%	4%	-10%	0%	-14%	28%	4%
CCCC(C(=O)Nc1ccc(S(=O)(=O)N2CCCC2)cc1)c1ccccc1 (configuration not stated)	?	-5%	·	7%	-18%	-22%	·	·	15%
CCCCC/C=C\CC1OC1C/C=C\C/C=C\CCCC(=O)O (configuration not stated)	?	-1%&2%	2%	·	·	-14%[19.4 µM]	-11%	·	·
O=C(CSc1nnc(-c2ccccc2O)n1-c1ccccc1)Nc1cccc(C(=O)O)c1	50µM*	-1%	-8%	?	-19%	1%	-7%	-2%	-15%
O=C(C(=O)N1CCc2ccccc2C1)N1CCc2ccccc2C1	17%[59 µM]	6%	7%	2%	·	·	-4%	14%	·
COc1ccc(CCNS(=O)(=O)c2cccc(C)c2)cc1OC	15%	3%	-10%	-4%	-14%	-7%	1%	3%	9%[58.9 µM]
CCOC(=O)c1c(NC(=O)C2CCCN(S(=O)(=O)c3ccccc3)C2)sc2c1CCCC2 (configuration not stated)	-12%[59 µM]	?	-14%	-10%	-5%	-8%	-10%	11%	13%
COc1ccc(CCNC(=O)CSc2nc(O)c(CC(C)C)c(=O)[nH]2)cc1OC	?	?	?	13%	-26%	-9%	-5%	-5%	-30%
COc1ccc(S(=O)(=O)N(CC(=O)NCc2ccccc2)c2ccc(C)cc2)cc1OC	15%[59 µM]	·	-12%	3%	-23%	0%	1%	-2%	25%
Cc1cc(N2CCC(C)CC2)nc2cccc(O)c12	50µM*	1%	?	-29%	-15%	-19%	1%	0%	2%
O=C(COC(=O)c1ccccc1Nc1ccc(SC(F)F)cc1)NC1CC1	19%[59 µM]	-5%	41%[activator]	-5%	-10%	-4%	-3%	3%	38%[activator]
CC(C)C(=O)Nc1ccc(N2CCN(c3ccc(F)cc3)CC2)cc1	0%	10%	2%	-3%	-15%	0%	-1%	21%	12%
CC(NC(=O)C1CCN(C(=O)Nc2ccccc2)CC1)c1ccccc1Cl (configuration not stated)	10%[59 µM]	34%	·	-5%	-6%	-10%	·	·	-14%
CC(C)NC(=O)N1c2ccccc2Sc2ccccc21	-4%	11%	0%	0%	-19%	1%	-3%	1%	184%[activator]
NC1=NC(=O)/C(=C/c2ccccc2OS(=O)(=O)c2ccccc2)S1	?	1%	9%	-9%	1%	-8%	2%	-1%	7%
O=C(O)c1cc(-c2ccc(N3CCOCC3)cc2)nn1-c1ccc(F)cc1F	45µM*	0%	-6%	4%	0%	-7%	3%	9%[57.1 µM]	-15%
CCC(=O)Nc1cccc(-c2cn3ccccc3n2)c1	28%[59 µM]	2%	-1%	2%	-10%	-10%	5%	-7%	-9%
COc1ccc2[nH]c(C)cc(=O)c2c1	-4%[59 µM]	6%	7%	-2%	-1%	-5%	-15%	-3%	13%
O=C1CC2(CC(c3ccc(Cl)cc3)=NO2)C(=O)N1c1ccccc1 (configuration not stated)	-7%	-4%	8%	4%	-13%	-10%	-4%	19%	35%[activator]
CCOn1c(=O)c(-c2ccc(OC)c(OC)c2)[n+]([O-])c2ccccc21	74%[activator][59 µM]	-3%	-22%	-3%	-5%	-7%	-1%	-1%	2%
COc1cccc2c(=O)cc(C)n(CC(=O)Nc3ccc(C)c(C)c3)c12	0%[12.7 µM]	2%	3%	-1%	-10%	0%	-2%	-13%	10%
CC(C(=O)N1c2ccccc2CC1C)N1CCN(S(=O)(=O)c2ccccc2F)CC1 (configuration not stated)	?	-6%	·	28µM*	-15%	4%	·	·	?
CCn1cc2c(c1-c1cccc(C)c1)c(=O)n(C)c(=O)n2C	?	1%	-20%	·	-7%	-7%	-3%	-6%	-4%[58.9 µM]
COc1ccc(-n2nnc3c(SCC(=O)OCc4ccccc4)ncnc32)cc1	-4%[59 µM]	0%	-9%	-2%	-16%	-12%	-2%	22%	9%
COc1ccc(C(CC(=O)Nc2nccs2)C(C)C)cc1 (configuration not stated)	8%[12.7 µM]	-11%	-10%	-12%	-24%	3%	-5%	2%	188%[activator]
CNCCCCOc1ccc(C(C)(C)C)cc1Cl	14µM*	-2%	?	?	-2%	-6%	0%	-4%	16%
COCCn1c(SCc2cccc([N+](=O)[O-])c2)nc2ccccc2c1=O	23%[2.33 µM]	19%	-3%	-18%	-21%	-20%	-7%	-6%	25%
C=CCN(CC=C)C(=O)c1ccccc1NC(=O)c1ccccc1C	-33%	-2%	-11%	-6%	-3%	-14%	-1%	-1%	12%
COc1ccc(CNC(=O)Cc2coc3ccc(C(C)C)cc23)cc1	12%[59 µM]	·	4%	12%	-9%	-10%	-6%	-27%	-11%
C/C=C/C(=O)NCCc1ccc(OC)c(OC)c1	?	-5%	-1%	-13%	-18%	1%	-2%	-26%	70%[activator]
Cc1ccc(C(=O)CC(C(=O)O)n2cncn2)cc1 (configuration not stated)	·	7%	-5%	0%	-6%	-11%	0%	7%	119%[activator]
COc1ccc(NC(=O)CSC2=NCCN2)cc1	-28%	-6%	-3%	-3%	11%	-11%	-6%	2%	83%[activator]
COc1cc(SC)ccc1C(=O)NCCOc1ccc(F)cc1	24%[59 µM]	4%	5%	2%	-9%	0%	-3%	-2%	10%
S=C(NCc1ccc(Cl)cc1)NCc1ccccn1	-7%	1%	-13%	-19%	-10%	-8%	0%	12%	-2%
COc1ccc(/C=C/c2nc(-c3ccccc3)cc(=O)[nH]2)cc1	14%	-2%	-3%	-9%	-4%	-14%	1%	0%	35%[activator]
Cc1csc(SCC(=O)NC(=O)NC(C)C)n1	0%	-3%	-10%	-1%	3%	-5%	-3%	0%	84%[activator]
CCOc1ccccc1NC(=O)CSC1=C(C#N)C(c2ccco2)C(C(=O)Nc2nc3ccccc3s2)=C(C)N1 (configuration not stated)	-8%[59 µM]	1%	7%	-4%	3%	-8%	2%	-1%	-14%
Cc1ccccc1NC(=O)CSc1nc2n(n1)CCCCC2	19%[59 µM]	2%	5%	14%	-12%	5%	-4%	5%	4%
O=C1NC(=S)N/C1=C/c1cc2c(cc1[N+](=O)[O-])OCO2	-2%	5%	2%	6%	?	?	-12%	-1%	-10%
Cc1ccc(OCC(=O)N2CCN(c3nnc(-c4ccccc4)c4ccccc34)CC2)cc1	-12%	?	-23%	-31%	-11%	-22%	-6%	-2%	9%

Part of the list above in order of heavy-atom count, ascending.
smiles	G9a inh	APE1 inh	Apoferritin bind	BAZ2B block	Pol eta inh	Pol kappa inh	BLM helicase inh	Pol beta inh	Pol iota inh
Cc1csc(SCC(=O)NC(=O)NC(C)C)n1	0%	-3%	-10%	-1%	3%	-5%	-3%	0%	84%[activator]
C/C=C/C(=O)NCCc1ccc(OC)c(OC)c1	?	-5%	-1%	-13%	-18%	1%	-2%	-26%	70%[activator]
Cc1ccc(C(=O)CC(C(=O)O)n2cncn2)cc1 (configuration not stated)	·	7%	-5%	0%	-6%	-11%	0%	7%	119%[activator]
O=C1NC(=S)N/C1=C/c1cc2c(cc1[N+](=O)[O-])OCO2	-2%	5%	2%	6%	?	?	-12%	-1%	-10%
Cc1ccccc1NC(=O)CSc1nc2n(n1)CCCCC2	19%[59 µM]	2%	5%	14%	-12%	5%	-4%	5%	4%
COc1ccc(/C=C/c2nc(-c3ccccc3)cc(=O)[nH]2)cc1	14%	-2%	-3%	-9%	-4%	-14%	1%	0%	35%[activator]
COc1ccc(CNC(=O)Cc2coc3ccc(C(C)C)cc23)cc1	12%[59 µM]	·	4%	12%	-9%	-10%	-6%	-27%	-11%
Cc1ccc(OCC(=O)N2CCN(c3nnc(-c4ccccc4)c4ccccc34)CC2)cc1	-12%	?	-23%	-31%	-11%	-22%	-6%	-2%	9%
CCOc1ccccc1NC(=O)CSC1=C(C#N)C(c2ccco2)C(C(=O)Nc2nc3ccccc3s2)=C(C)N1 (configuration not stated)	-8%[59 µM]	1%	7%	-4%	3%	-8%	2%	-1%	-14%

Screening results from PubChem.

Only part of the results is shown; the hit share may differ from the screen's.
